From PubChem
Measles CPE – protection of cells from measles virus; protection (pct of control), % at 4 µM; 140,000 compounds, 1.5% hits; Measles virus-infected cells, CPE protection, absorbance; in the data active = protection mostly above about 24%, no sharp cut-off; inactive = mostly below about 26%; note: some compounds called inactive have numbers as strong as hits
E-sel TNF inh – blocks E-selectin expression induced by TNF alpha. 120,000 compounds, 0.71% hits. HUVEC TNFa-induced E-selectin immunofluorescence, high content. inhibition, % at 2 µM;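 active = inhibition above the batch mean plus 3 SD, and confirmed as a hit on visual image review, cut at about 43% in these data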;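 note: 0% = TNF-stimulated DMSO wells and 100% = unstimulated control wells; not every result past the cut was called active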
MRP-1 activ – activators of MRP-1. H69AR cells + doxorubicin, viability rescue, CellTiter-Glo. viability increase, % at 10 µM. 140,000 compounds, 0.61% hits;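 active = viability gain under doxorubicin at or above a set limit, the compound median plus 3 SD, cut at about 4.7% in these data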;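 note: MRP-1 overexpressing cells given doxorubicin 25 µM after compound pretreatment; 18-22 h compound pretreatment then 72 h with doxorubicin before readout; 0% = doxorubicin-only wells and 100% = vehicle-treated cells without doxorubicin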
Yeast life ext – extends the lifespan of yeast; 130,000 compounds, 0.68% hits; AID 775; inhibition of the nicotinamide effect, % at 10 µM; S. cerevisiae growth with nicotinamide, OD615; deaD strain in restrictive glucose medium;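 active = inhibition above a set limit, placed 3 SD over the median of all compounds, cut at about 26% in these data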;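 note: 0% = nicotinamide-treated wells and 100% = cells grown without nicotinamide; some compounds called inactive have numbers as strong as hits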
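Assay system: engineered S. cerevisiae DeaD replicative-lifespan strain, galactose-grown log-phase cells; Buffer or medium: CSMM-D glucose medium, restrictive; Probe or stimulus: nicotinamide 1.5 mM; Compound: single dose 10 µM compound, 0.25% DMSO; Schedule: 4 h preincubation then 48 h treatment at 30 °C; Technique: OD615 measurement.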
NPY-Y2 antag – blocks the human neuropeptide Y Y2 receptor; 140,000 compounds, 0.99% hits; AID 793; NPY-Y2 expressing cells, antagonist mode; P49146; inhibition, % at 2.7 µM; in the data active = inhibition above about 17%;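 note: 0% = vehicle with agonist challenge and 100% = reference antagonist with challenge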
Target sequence (P49146 whole entry, looked up): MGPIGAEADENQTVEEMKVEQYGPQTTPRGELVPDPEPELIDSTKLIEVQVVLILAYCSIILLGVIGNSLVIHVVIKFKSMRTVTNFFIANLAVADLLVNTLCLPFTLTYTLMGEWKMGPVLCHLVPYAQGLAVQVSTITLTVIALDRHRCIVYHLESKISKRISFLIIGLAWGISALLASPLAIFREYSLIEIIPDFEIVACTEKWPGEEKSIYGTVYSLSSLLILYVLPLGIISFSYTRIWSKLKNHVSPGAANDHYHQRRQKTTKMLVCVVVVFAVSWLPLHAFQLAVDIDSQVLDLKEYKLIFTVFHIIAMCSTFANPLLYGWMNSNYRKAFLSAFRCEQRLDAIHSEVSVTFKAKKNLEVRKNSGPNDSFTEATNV
HCT116 bCat-KO – beta-catenin-lacking colon tumor cell growth suppression; viability, % at 10 µM; HCT116 beta-catenin knockout viability, CellTiter-Glo, 60 h; hits give low values; 140,000 compounds, 1.5% hits;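 active = viability at or under a set limit, the compound median less 4 SD, cut at about 6% in these data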;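 note: 0% = Hyamine 1622 control at 20 µM and 100% = untreated cell control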
BB579 growth dn – reduces growth of yeast BB579 in restrictive medium; S. cerevisiae BB579 growth, OD615, 48 h; inhibition, % at 10 µM; 140,000 compounds, 0.51% hits;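 active = inhibition above a set limit, 3 SD over the mean compound inhibition, cut at about 44% in these data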; note: inactives centre near -24
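Test system: DeaD yeast strain BB579 / Buffer or medium: restrictive glucose-based CSMM-D medium / Doses: single 10 µM dose / Schedule: 4 h cell preincubation, 48 h compound exposure, 30 °C humidified / Technique: culture absorbance at 615 nm / Controls: amphotericin B positive control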
PTEN del growth – suppresses growth of cells with PTEN deletion; HCT116 PTEN-null viability, CellTiter-Glo, 60 h; hits give low values; viability, % at 10 µM; 140,000 compounds, 1.2% hits; AID 827;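 active = viability at or below a set limit, 4 SD under the median of all tested compounds, cut at about 3.7% in these data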;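 note: PTEN knockout HCT116 line with beta catenin targeted HCT116 as companion control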
GALR2 antag – antagonists of human galanin receptor 2 (GALR2) | O43603 | GALR2-expressing cells, antagonist mode | inhibition, % at 4 µM | 140,000 compounds, 0.39% hits; in the data active = inhibition above about 27%;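 note: cells stimulated with galanin 1-16 at roughly its EC80; 0% = agonist challenge control and 100% = basal control without agonist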
Target sequence (O43603 whole entry, looked up): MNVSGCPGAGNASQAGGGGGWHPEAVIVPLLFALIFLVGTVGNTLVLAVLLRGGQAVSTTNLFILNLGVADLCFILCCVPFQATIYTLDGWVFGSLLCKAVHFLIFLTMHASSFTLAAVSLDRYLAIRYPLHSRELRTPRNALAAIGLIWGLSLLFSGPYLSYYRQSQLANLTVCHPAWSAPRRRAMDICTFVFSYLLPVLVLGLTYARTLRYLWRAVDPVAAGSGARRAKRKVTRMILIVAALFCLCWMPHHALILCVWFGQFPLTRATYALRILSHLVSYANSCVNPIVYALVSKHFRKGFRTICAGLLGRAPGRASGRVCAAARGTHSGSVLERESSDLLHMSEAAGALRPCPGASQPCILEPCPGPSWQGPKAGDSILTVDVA
Phagocytosis inh – blocks phagocytosis by macrophages; inhibition, % at 5 µM; AID 1029; J774A.1 macrophage IgG-bead phagocytosis, imaging; 110,000 compounds, 0.07% hits;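 active = inhibition above the mean of the plate negative controls plus 5 SD, cut at about 13% in these data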;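 note: phagocytic index as fraction of beads internalized from green versus red external bead signal; plate controls were DMSO negative control for no effect and cytochalasin-D positive control for full effect; some results beyond the cut were filed as inactive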
* hit, by the source's call; . = not tested or not shown; & = joins results of further samples. Not a hit list, and some 6.4% of all compounds hit somewhere here.

SMILES	Measles CPE	E-sel TNF inh	MRP-1 activ	Yeast life ext	NPY-Y2 antag	HCT116 bCat-KO	BB579 growth dn	PTEN del growth	GALR2 antag	Phagocytosis inh
Cc1cccc(C)c1NC(=O)NC1CC2CCC(C1)N2Cc1cccs1 (stereo unspecified)	9	9	-1.1	-15	2	97	-47	101	11	0
O=C(C[n+]1cccc(CNC(=O)c2ccc(OC(F)F)cc2)c1)Nc1ccccc1Cl	7	-5	-1.6	6	2	95	-22	95	16	0
CCC(CC)NC(=O)COC(=O)c1ccc(OCc2ccc(C(C)=O)cc2OC)c(OC)c1	10	.	-1.2	-6	3	94	-25	95	0	5
Oc1cc2ccccc2cc1-c1nnc2n1-c1ccccc1SC2	21	24	-0.9	-6	4	91	-84	100	-2	-1
C/C(=N\NC(=O)CCCCCNC(=O)c1ccccc1)c1ccccc1O	11	-28	-1.8	-3	4	93	-34	98	5	-3
CC(=O)c1cc(CC=C(C)C)c(O)cc1O	12	6	-2.0	-19	1	98	-20	90	8	.
Cc1cc(-c2cccc([N+](=O)[O-])c2)nc2ccc3ccccc3c12	6	-8	-4.2	-20	0	26	-44	36	8	.
CCCN1C(=O)/C(=C/c2ccc(C)o2)SC1=Nc1ccc(OCC)cc1	5	13	-0.4	4	1	91	-64	109	5	0
O=C(Cc1ccccc1)NC(=S)Nc1ccc(N2CCCCC2)cc1	3	.	-1.1	7	12	80	-9	84	-6	-1
CC(=O)Nc1ccc(S(=O)(=O)N2CCSC2c2ccc(Cl)cc2)cc1 (stereo unspecified)	39	-6	-0.5	-6	1	63	-8	68	-11	-1
CCCNC(=O)C(CC)NS(=O)(=O)c1ccc(OC)cc1 (stereo unspecified)	29	.	-1.6	-2	1	91	-15	94	3	1
O=C1NN(c2ccccc2)C(=O)/C1=C\c1cccn1-c1ccc(Cl)c([N+](=O)[O-])c1	8	-12	-2.6	-5	0	96	-23	.	-2	0
Cc1cc(=O)[nH]c(S/C=C/c2ccccc2)n1	33	-9	-1.1	-11	6	79	-65	87	1	8
CCOC(=O)c1ccc(NC(=O)c2ccc(NC(=O)c3ccccc3)cc2)cc1	8	-20	-1.6	-6	-1	71	-29	88	-11	-1
CC(C)CCN1CC(C(=O)NCc2ccc(F)cc2)CC1=O (stereo unspecified)	31	-22	0.0	-15	3	99	-30	101	7	5
Cc1cc(N)n(-c2ccccc2)n1	5	.	0.6	-9	-1	99	-26	105	-2	.
Nc1nonc1-c1noc(CCCOc2ccc(Cl)cc2Cl)n1	11	8	-0.6	-8	12	77	-74	92	6	1
COc1ccccc1-c1nc(SCc2ccccn2)n[nH]1	4	.	-5.1	.	.	95	5	98	.	0
CC(C)CC(C(=O)NCc1ccccn1)N1C(=O)c2ccccc2C1=O (stereo unspecified)	1	21	-0.5	-13	4	94	-15	95	1	.
COc1cc(OC)c(C2CC(=O)N3CN(c4ccccc4)CSC3=C2C#N)cc1OC (stereo unspecified)	19	1	-2.8	-2	0	93	-42	86	8	1
CS(=O)(=O)NCCOc1ccc(S(=O)(=O)N2CCCc3ccccc32)cc1	9	0	-3.9	-15	3	64	-52	70	1	3
COc1ccc(/C=N/N=C2/NC(=O)C(CC(=O)O)S2)cc1OCc1ccc(Cl)cc1 (stereo unspecified)	9	.	1.2	-1	1	94	-17	95	-5	-3
CN1c2cccc3cccc(c23)N(C)C1(C)C	8	-7	-1.9	-23	-1	111	-47	100	-8	.
Cc1ccc(-c2[nH]nc3c2C(c2ccsc2)C(C#N)=C(N)O3)cc1 (stereo unspecified)	10	-16	-1.3	0	4	85	-16	96	2	1
Cc1ccc(Cl)cc1NC(=O)CC1NCCNC1=O (stereo unspecified)	32	-10	-2.1	.	-2	93	-22	95	-2	.

Quoted at random: 2 compounds from above
SMILES	Measles CPE	E-sel TNF inh	MRP-1 activ	Yeast life ext	NPY-Y2 antag	HCT116 bCat-KO	BB579 growth dn	PTEN del growth	GALR2 antag	Phagocytosis inh
Cc1cc(-c2cccc([N+](=O)[O-])c2)nc2ccc3ccccc3c12	6	-8	-4.2	-20	0	26	-44	36	8	.
CCCN1C(=O)/C(=C/c2ccc(C)o2)SC1=Nc1ccc(OCC)cc1	5	13	-0.4	4	1	91	-64	109	5	0

(listing goes on)
SMILES	Measles CPE	E-sel TNF inh	MRP-1 activ	Yeast life ext	NPY-Y2 antag	HCT116 bCat-KO	BB579 growth dn	PTEN del growth	GALR2 antag	Phagocytosis inh
Cc1ccc(-n2c(C)nnc2SCC(=O)Nc2ccccc2)cc1	8	18	5.9*	.	2	86	-40	93	-3	.
COc1ccccc1N1CCN(S(=O)(=O)c2cccs2)CC1	7	12	-1.3	-3	3	87	-20	91	-3	-2
COc1cccc(C(C(=O)NC2CCCC2)N(Cc2ccco2)C(=O)c2ccco2)c1OC (stereo unspecified)	6	-25	-5.0	.	3	91	-16	98	-12	.
Cc1cc(=O)[nH]c(N=N/C(=N/Nc2ccc(O)cc2)c2ccccc2)n1	8	6	0.1	-6	-1	40	-27	60	-5	.
Cc1oc2c(CN(C)C)c(O)ccc2c(=O)c1-c1ccc2ccccc2n1	7	.	-5.0	-27	2	97	-56	91	3	-4
OCCN1CCN(Cc2cccc(Oc3ccc(Cl)cc3)c2)CC1	11	.	-2.1	-7	6	50	-59	67	5	0
Cc1ccc(N2C(=O)NC3(CCCCC3)C2=O)cc1	7	-40	1.6	-7	1	95	-11	99	8	-1
O=c1c2ccccc2nc(N/N=C/c2ccccc2)n1O	5	15	-1.7	11	-1	106	-20	97	-4	-2
COc1ccccc1N1CCN(Cc2nnnn2CCc2ccccc2)CC1	19	-6	-1.4	-3	2	83	-22	104	-2	0
O=C(c1ccccc1)c1cc(F)c(N2CCOCC2)cc1Cl	28	.	-0.5	-32	-1	66	-29	73	19	-2
CCC(C)NS(=O)(=O)c1ccc(OCC(=O)Nc2ccc(F)cc2F)cc1 (stereo unspecified)	24	-30	-0.1	.	-1	77	-15	81	1	.
CCN(CC(=O)NCCc1ccc(S(N)(=O)=O)cc1)Cc1nc2ccccc2c(=O)[nH]1	4	-38	-1.0	2	1	98	9	100	4	1
O=C(NCc1ccco1)c1cc(-c2cccnc2)nc2ccc(Cl)cc12	17	10	-3.9	-26	7	68	-49	69	2	-1
COc1ccc(CCC(=O)Nc2ccccc2C(F)(F)F)cc1	4	17	-0.3	-1	1	97	-14	101	8	0
O=C(Cc1cccs1)N1CCN(c2ccc(F)cc2)CC1	19	-8	-1.8	.	1	99	-15	90	-11	.
CCc1c(C(=O)c2ccc(Cl)cc2)oc2c(C)c3oc(=O)cc(C)c3cc12	6	6	0.7	-6	0	84	-26	89	0	.
Cc1ccccc1NS(=O)(=O)c1cccc(-c2nnc(-c3ccccc3)o2)c1	18	-9	-1.2	-8	9	73	-38	71	-2	0
CCN(CC)S(=O)(=O)c1ccc(NC(=O)CN(c2ccc(OC)cc2OC)S(C)(=O)=O)cc1	7	.	-2.2	5	-3	93	-33	100	-1	-1
O=C(Oc1ccc2c(-c3ccccc3)cc(=O)oc2c1)C1CCCCC1	13	-34	-0.6	-11	1	84	-30	78	-10	1
O=C(CN1C(=O)c2ccccc2S1(=O)=O)Nc1ccc(S(=O)(=O)N2CCCCCC2)cc1	12	-21	-1.5	-3	-4	99	-16	100	4	-3
CCC(C)N1CC(C(=O)O)CC1=O (stereo unspecified)	23	-14	-1.2	-8	0	98	-29	93	-1	-2
COc1ccccc1N1CCN(C(CNS(=O)(=O)c2cc(F)ccc2F)c2cccnc2)CC1 (stereo unspecified)	5	0	-1.9	0	4	97	-64	91	-3	2
C=CCSc1nnc2c(n1)OC(c1ccco1)Nc1ccccc1-2 (stereo unspecified)	3	1	0.7	5	5	82	-37	88	16	-2
CCCCN(C)Cc1c(C)[nH]c2ccc(OCC)cc2c1=O	27	-25	-2.2	10	2	87	-2	101	-11	2
COc1ccc(Cn2nnnc2C(c2ccc(C)cc2)N2CCN(C3CCCC3)CC2)cc1 (stereo unspecified)	4	-26	-2.1	-10	11	78	-4	87	-7	-2
The results go on:
SMILES	Measles CPE	E-sel TNF inh	MRP-1 activ	Yeast life ext	NPY-Y2 antag	HCT116 bCat-KO	BB579 growth dn	PTEN del growth	GALR2 antag	Phagocytosis inh
N=C(N)SCc1nc2ccccc2c(=O)n1-c1ccccc1	8&9	61*	3.3&-1.4	1&-1	0&-1	81&85	-62&-23	85&78	-22&-9	-5
C=CCN1C(=O)[C@]2(c3ccccc31)C1CCCC=C1C(C#N)=C(N)C2(C#N)C#N (stereo partly specified)	18	-6	-2.9	-13	4	92	-23	105	8	-2
O=C(Cn1nc(-c2ccc3c(c2)OCCO3)ccc1=O)Nc1ccc(N2CCOCC2)cc1	13	0	-4.4	.	0	98	-27	101	5	0
COc1ccc(S(=O)(=O)N2CCN(c3nc4ccccc4nc3-n3nc(C)cc3C)CC2)cc1	3	-14	-3.7	4	-1	86	-22	89	9	0
CC(CNc1ccccc1O)C(=O)O (stereo unspecified)	2	.	1.7	3	3	70	8	68	0	-2
Cc1ccc(NC(=O)CSc2ncc(-c3ccccc3)n2C(=O)c2ccccc2)cc1	16	16	-1.2	-4	0	93	-15	99	4	.
CCC1CCCCN1CCCNC(=O)C1CCC(Cn2c(=O)[nH]c3ccccc3c2=O)CC1 (stereo unspecified)	7	17	0.8	-10	-1	106	-39	107	7	-1
Cc1ncsc1CCSc1nc2ccccc2c(=O)n1C	11	-24	-1.7	-10	4	72	-20	88	8	0
CC(C)c1ccc(NC(=O)C(c2ccccc2)N2CCN(C=O)CC2)cc1 (stereo unspecified)	12	-4	-0.4	-7	1	80	-27	85	-13	-1
CC(=O)NC1=NN(C(C)=O)C(C)(c2ccccc2)S1 (stereo unspecified)	2	-6	-3.6	-18	1	14	-12	22	7	0
O=C(O)c1ccc(N2C(=O)CC(Cc3ccccc3)C2=O)cc1 (stereo unspecified)	24	-12	-2.2	-5	2	97	-40	115	-7	-1
CCCCOCCCNC(=O)c1cccc(OC)c1	2	3	-0.5	-9	12	91	-8	100	9	1
CCOC(=O)c1ccccc1NC(=O)Cn1c(-c2nonc2N)nc2ccccc21	10	-10	-4.5	-5	35*	17	-27	15	26	3
Cc1ccc(C(=O)NCCNc2ccc([N+](=O)[O-])cc2C(F)(F)F)cc1	20	.	-1.4	-6	0	72	7	81	4	0
COC(=O)[C@H](C)NC(=O)Nc1cccc(C)c1	7	3	0.6	-1	0	103	-25	102	17	1
O=c1cc(CSc2nnc(-c3cccs3)n2Cc2ccccc2)nc2sc3ccccc3n12	12	.	-2.4	-4	8	15	-49	33	10	-1
Cc1nc2c(-c3ccccc3)c(C)nn2c(C)c1CCC(=O)O	8	.	0.0	-8	2	89	-40	102	6	0
CCN(CC)S(=O)(=O)c1ccc(C)c(NC(=S)NNC(=O)C2CC2)c1	3	5	-1.9	6	3	89	-21	102	5	-2
CCCCC(CC)CNC(=O)/C=C/c1ccc(F)cc1 (stereo unspecified)	21	.	-0.8	5	8	85	-22	76	1	2
Cc1ccccc1-n1c(=O)cc(N2CCC3(CC2)OCCO3)[nH]c1=O	10	-43	-1.1	.	-1	96	-28	97	-1	.
